Screens from PubChem.
PfHsp40 yeast: compounds rescuing yeast from Plasmodium falciparum HSP40 toxicity | S. cerevisiae expressing PfHsp40, growth rescue, ATP luminescence | growth rescue, % at 12.5 µM | actives 0.68% (n = 340,000) | AID 504582; in the data active = growth rescue above about 28%, passing the limit was not always enough;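 note: yeast W303a lacking pdr1 and pdr3 grown in galactose medium; growth measured after three days at 30 °C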
MazF activator: activators of E. coli MazEF toxin-antitoxin RNase; P0AE70; activation, % at 20 µM; FAM/BHQ RNA-DNA oligo cleavage fluorescence, 5 h; actives 0.32% (n = 350,000); in the data active = activation above about 50%
Target sequence (P0AE70 whole entry, looked up): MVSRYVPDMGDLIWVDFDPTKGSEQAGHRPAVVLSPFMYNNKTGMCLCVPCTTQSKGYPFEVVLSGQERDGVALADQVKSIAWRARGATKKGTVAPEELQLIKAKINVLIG
VHR inh abs: DUSP3 (human) phosphatase inhibition. recombinant VHR phosphatase, pNPP absorbance. actives 0.52% (n = 290,000). P51452. inhibition, % at 13.3 µM; in the data active = inhibition above about 50%; note: some compounds called inactive have numbers as strong as hits
Target sequence (P51452 whole entry, looked up): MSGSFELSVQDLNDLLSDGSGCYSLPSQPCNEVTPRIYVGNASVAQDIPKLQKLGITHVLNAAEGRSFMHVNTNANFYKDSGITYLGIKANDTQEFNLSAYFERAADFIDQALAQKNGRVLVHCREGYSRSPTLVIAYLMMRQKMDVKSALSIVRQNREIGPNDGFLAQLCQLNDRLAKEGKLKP
SSB-PriA inh: K. pneumoniae PriA-SSBct interaction inhibition; AlphaScreen SSBct-PriA binding, biotinylated peptide; inhibition, % at 33 µM; actives 0.6% (n = 430,000); in the data active = inhibition mostly above about 37%, no sharp cut-off; inactive = mostly below about 20%;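 note: plate controls were negative control peptide for no effect and reference peptide for full effect; strong numbers were not always called active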
SARS 3CLpro inh: SARS-CoV 3CLpro protease inhibition; AID 1706; actives 0.14% (n = 290,000); recombinant SARS-CoV 3CLpro, quenched FRET peptide cleavage; inhibition, % at 6 µM; in the data active = inhibition above about 12%
TcdB GH inh: inhibitors of Clostridioides difficile toxin B glycohydrolase. P18177. TcdB glycohydrolase enzymatic assay, plate reader. inhibition, % at 9.99 µM. actives 0.24% (n = 350,000). AID 652162; in the data active = inhibition above about 10%
Yp Topo-I inh: Y. pestis Topo-I inhibition via cleavage products; Y. pestis Topo-I cleavage product accumulation, plate reader; activity, % at 10 µM; actives 0.064% (n = 360,000); AID 504884; in the data active = activity above about 50%, passing the limit was not always enough; note: inactives centre near 2
BH1578 lux ind: quorum light induction in luxS cqsA deficient V. cholerae; V. cholerae BH1578 lux reporter, luminescence, 6 h; activation, % at 18.7 µM; actives 0.16% (n = 350,000); AID 588436; in the data active = activation mostly above about 9.7%, no sharp cut-off; note: not every result past the cut was called active; inactives centre near 0; reference of the scale not given here
Anthrax LF inh2: anthrax lethal factor protease inhibition | inhibition, % at 10 µM | actives 0.12% (n = 360,000) | P15917 | multiplex microsphere protease cleavage assay, LF; in the data active = inhibition above about 30%; note: plate controls were buffer without enzyme for full effect and enzyme alone for no effect
Rv3671c protease: inhibitors of M. tuberculosis serine protease Rv3671c | inhibition, % at 5.96 µM | actives 0.048% (n = 320,000) | AID 2606; in the data active = inhibition above about 38%;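 note: extracellular domain of Rv3671c used as enzyme; 0% = enzyme with DMSO and 100% = no enzyme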
Target sequence (P9WHR9 whole entry, looked up, the tested form may be a part): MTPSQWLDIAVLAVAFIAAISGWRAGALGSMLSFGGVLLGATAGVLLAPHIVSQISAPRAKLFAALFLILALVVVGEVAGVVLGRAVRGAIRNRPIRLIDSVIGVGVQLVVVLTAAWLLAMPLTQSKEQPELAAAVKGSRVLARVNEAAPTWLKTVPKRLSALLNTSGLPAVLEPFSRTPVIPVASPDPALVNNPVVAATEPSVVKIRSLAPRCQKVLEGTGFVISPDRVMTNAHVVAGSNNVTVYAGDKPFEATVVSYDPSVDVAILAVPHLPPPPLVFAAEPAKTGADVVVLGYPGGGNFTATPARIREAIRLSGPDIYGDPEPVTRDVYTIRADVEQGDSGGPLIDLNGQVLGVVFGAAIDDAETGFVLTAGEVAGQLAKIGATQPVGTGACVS
* hit, by the source's call. An excerpt (hit frequency here may not be typical).

What do the screens show for `COc1ccc(OC)c(C(=O)NC(CC(N)=O)c2ccc(NCc3ccccn3)c([N+](=O)[O-])c2)c1` (stereo unspecified)?
PfHsp40 yeast: 0.3; MazF activator: 1; VHR inh abs: 13; SSB-PriA inh: 7; SARS 3CLpro inh: -1; TcdB GH inh: -0.2; Yp Topo-I inh: 1; BH1578 lux ind: -0.5; Anthrax LF inh2: 0; Rv3671c protease: 2

How did O=C(c1cc2ccccc2o1)N1CCN(S(=O)(=O)c2ccc(F)c(F)c2F)CC1 do in these assays?
PfHsp40 yeast: -1.2; MazF activator: 2; SSB-PriA inh: -7; TcdB GH inh: 1.0; Yp Topo-I inh: 2; BH1578 lux ind: 0.9; Rv3671c protease: -4

Results for c1ccc(-c2csc(-c3ccncc3)n2)cc1 ?
PfHsp40 yeast: -0.8; MazF activator: 13; VHR inh abs: 52*; SSB-PriA inh: -1; SARS 3CLpro inh: -1; TcdB GH inh: -0.5; Yp Topo-I inh: 5; BH1578 lux ind: inactive; Anthrax LF inh2: -1; Rv3671c protease: -8

How did CC(C)(C)NC(=O)CN(C(=O)Cn1nnc(-c2ccc(Cl)cc2)n1)C1CCN(Cc2ccccc2)CC1 do in these assays?
PfHsp40 yeast: 2.1; MazF activator: 3; VHR inh abs: 13; SSB-PriA inh: 3; SARS 3CLpro inh: 4; Yp Topo-I inh: 1; BH1578 lux ind: -0.3; Anthrax LF inh2: 4; Rv3671c protease: -4

Results for OCC(CO)(CO)NC(=S)Nc1cc(Cl)cc(Cl)c1 ?
PfHsp40 yeast: 0.1; MazF activator: 10; VHR inh abs: 4; SSB-PriA inh: 6; SARS 3CLpro inh: -1; TcdB GH inh: -5.4; Yp Topo-I inh: 6; BH1578 lux ind: -0.8; Anthrax LF inh2: 6; Rv3671c protease: 4

What do the screens show for `COc1cccc(C(=O)NNC(=O)C(=O)Nc2ccc(C)c(Cl)c2)c1`?
PfHsp40 yeast: -0.5; MazF activator: 24; VHR inh abs: 31; SSB-PriA inh: -6; SARS 3CLpro inh: -1; TcdB GH inh: -3.5; Yp Topo-I inh: 0; BH1578 lux ind: -0.4; Anthrax LF inh2: 0; Rv3671c protease: -7

How did CCCCNC(=O)CNC(=S)N(Cc1cc(OC)c(OC)c(OC)c1)C1CCCC1 do in these assays?
PfHsp40 yeast: 0.7; MazF activator: 0; VHR inh abs: 3; SSB-PriA inh: 3; SARS 3CLpro inh: 4; TcdB GH inh: 1.6; Yp Topo-I inh: 9; BH1578 lux ind: -0.1; Anthrax LF inh2: -5; Rv3671c protease: 4

Results for COc1ccc(C(O)c2nc3ccccc3s2)cc1 (stereo unspecified) ?
VHR inh abs: -6; SSB-PriA inh: -5; SARS 3CLpro inh: -1; Rv3671c protease: 4

Results for C/C(=N\Nc1ccc([N+](=O)[O-])cc1)c1ccc2c(c1)OCO2 ?
PfHsp40 yeast: 0.3; MazF activator: -11; VHR inh abs: 26; SARS 3CLpro inh: 4; Yp Topo-I inh: -11; BH1578 lux ind: -0.3; Anthrax LF inh2: 1; Rv3671c protease: 5

What do the screens show for `O=C(Nc1ccc(F)cc1)Nc1nnc(COc2ccccc2F)s1`?
PfHsp40 yeast: 1.6; MazF activator: -2; VHR inh abs: 15; SSB-PriA inh: -17; SARS 3CLpro inh: 6; TcdB GH inh: -1.6; Yp Topo-I inh: -2; BH1578 lux ind: -1.4; Anthrax LF inh2: -1; Rv3671c protease: -64

How did O=C(CCNC(=O)c1ccco1)Nc1ccc(OC(F)F)cc1 do in these assays?
PfHsp40 yeast: 0.5; MazF activator: 7; VHR inh abs: 24; SSB-PriA inh: -14; SARS 3CLpro inh: 4; TcdB GH inh: 0.2; Yp Topo-I inh: 6; BH1578 lux ind: -3.9; Anthrax LF inh2: 0; Rv3671c protease: 1

What do the screens show for `C=C(C)c1ccc(C(C)(C)NC(=O)NCc2ccco2)cc1`?
PfHsp40 yeast: -1.1; MazF activator: 10; VHR inh abs: -8; SSB-PriA inh: -4; SARS 3CLpro inh: -1; Yp Topo-I inh: 2; BH1578 lux ind: -0.4; Anthrax LF inh2: -3; Rv3671c protease: 3

What do the screens show for `CC(SCc1nc2sc3c(c2c(=O)[nH]1)CCCC3)C(=O)Nc1ccccn1` (stereo unspecified)?
PfHsp40 yeast: 0.5; MazF activator: -11; SSB-PriA inh: -2; TcdB GH inh: 1.4; Yp Topo-I inh: 4; BH1578 lux ind: -1.8; Anthrax LF inh2: -3; Rv3671c protease: -3

How did CC(=O)c1sc(NC(=O)COc2ccc(Cl)cc2C)nc1C do in these assays?
PfHsp40 yeast: -0.8; MazF activator: -42; VHR inh abs: 8; SSB-PriA inh: -5; SARS 3CLpro inh: -4; TcdB GH inh: 1.6; Yp Topo-I inh: 5; BH1578 lux ind: 2.1; Anthrax LF inh2: 1; Rv3671c protease: -2

What do the screens show for `O=C(CSc1nnc2n1CCCN2)c1ccc(Cl)cc1`?
PfHsp40 yeast: -0.5; MazF activator: 1; VHR inh abs: 5; SSB-PriA inh: 0; SARS 3CLpro inh: -5; Yp Topo-I inh: -1; BH1578 lux ind: 32*; Anthrax LF inh2: 2; Rv3671c protease: -3

Structures listed so far with a nitro group on carbon, in the order listed:
What do the screens show for `COc1ccc(OC)c(C(=O)NC(CC(N)=O)c2ccc(NCc3ccccn3)c([N+](=O)[O-])c2)c1` (stereo unspecified)?
PfHsp40 yeast: 0.3; MazF activator: 1; VHR inh abs: 13; SSB-PriA inh: 7; SARS 3CLpro inh: -1; TcdB GH inh: -0.2; Yp Topo-I inh: 1; BH1578 lux ind: -0.5; Anthrax LF inh2: 0; Rv3671c protease: 2

Results for C/C(=N\Nc1ccc([N+](=O)[O-])cc1)c1ccc2c(c1)OCO2 ?
PfHsp40 yeast: 0.3; MazF activator: -11; VHR inh abs: 26; SARS 3CLpro inh: 4; Yp Topo-I inh: -11; BH1578 lux ind: -0.3; Anthrax LF inh2: 1; Rv3671c protease: 5

(more compounds)
How did C=CCNC(NC(=O)c1ccccc1)(C(=O)OCC)C(F)(F)F (stereo unspecified) do in these assays?
PfHsp40 yeast: 0.1; MazF activator: 7; VHR inh abs: 28; SSB-PriA inh: -1; SARS 3CLpro inh: -4; Yp Topo-I inh: 13; BH1578 lux ind: -6.6; Anthrax LF inh2: -12; Rv3671c protease: 0

How did CCN(C(=O)Cc1ccc(NC2=NC3CS(=O)(=O)CC3S2)cc1)c1ccccc1 (stereo unspecified) do in these assays?
PfHsp40 yeast: 0.8; MazF activator: 3; VHR inh abs: -6; SSB-PriA inh: -14; SARS 3CLpro inh: -7; TcdB GH inh: 0.1; Yp Topo-I inh: 2; BH1578 lux ind: -0.1; Anthrax LF inh2: 0; Rv3671c protease: 9

What do the screens show for `COc1cccc(C2=NOC(C(=O)Nc3cccc(C(C)=O)c3)C2)c1OC` (stereo unspecified)?
PfHsp40 yeast: -0.6; MazF activator: -10; VHR inh abs: -9; SSB-PriA inh: 4; SARS 3CLpro inh: 5; Yp Topo-I inh: -4; BH1578 lux ind: -0.2; Anthrax LF inh2: -2; Rv3671c protease: -1

How did COc1ccc(C(=O)N(C)C2CCCCC2)cc1S(=O)(=O)N1CCOCC1 do in these assays?
PfHsp40 yeast: -0.2; MazF activator: -7; SSB-PriA inh: -14; TcdB GH inh: 0.3; Yp Topo-I inh: 4; BH1578 lux ind: inactive; Anthrax LF inh2: -1; Rv3671c protease: 2

Results for O=C(NCCCN1CCCCCC1)C1CC(=O)N(CCc2ccccc2)C1 (stereo unspecified) ?
PfHsp40 yeast: 1.7; MazF activator: -19; VHR inh abs: 24; SSB-PriA inh: -22; SARS 3CLpro inh: -1; Yp Topo-I inh: -3; BH1578 lux ind: 0.6; Anthrax LF inh2: -7; Rv3671c protease: -5

What do the screens show for `CC1(C(=O)N2Cc3ccccc3C2)CCN1C(=O)C1(c2ccc(Cl)cc2)CC1` (stereo unspecified)?
TcdB GH inh: 0.7; Yp Topo-I inh: 47; BH1578 lux ind: -0.3; Anthrax LF inh2: 3

Results for COc1ccc(C(=O)Nc2ccc(S(=O)(=O)Nc3onc(C)c3C)cc2)cc1OC ?
PfHsp40 yeast: 0.2; MazF activator: 4; VHR inh abs: 17; SSB-PriA inh: 8; SARS 3CLpro inh: -4; Yp Topo-I inh: -10; BH1578 lux ind: 0.7; Anthrax LF inh2: -6; Rv3671c protease: -3

Results for CCn1c(CNC(=O)c2ccco2)nnc1SCC(=O)c1ccccc1 ?
PfHsp40 yeast: -1.1; MazF activator: -4; VHR inh abs: -3; SSB-PriA inh: -3; SARS 3CLpro inh: 2; TcdB GH inh: 0.0; Yp Topo-I inh: -9; BH1578 lux ind: -0.3; Anthrax LF inh2: -2; Rv3671c protease: -7

What do the screens show for `Cc1ccccc1S(=O)Cc1ccc(C(=O)N2CCN(C(=O)c3ccco3)CC2)o1` (stereo unspecified)?
PfHsp40 yeast: 0.6; MazF activator: 1; VHR inh abs: 27; SSB-PriA inh: 5; SARS 3CLpro inh: -2; TcdB GH inh: -0.8; Yp Topo-I inh: -8; BH1578 lux ind: inactive; Anthrax LF inh2: 2; Rv3671c protease: 8

Results for O=C(Nc1cccc2ccccc12)N1CCN(c2ncccn2)CC1 ?
PfHsp40 yeast: -1.0; MazF activator: 3; VHR inh abs: 9; SSB-PriA inh: 2; SARS 3CLpro inh: 4; TcdB GH inh: 0.4; Yp Topo-I inh: -8; BH1578 lux ind: -3.6; Anthrax LF inh2: -1; Rv3671c protease: 0

How did Cc1cc(OCC(=O)Nc2nccs2)c2c(C)c(C)c(=O)oc2c1 do in these assays?
MazF activator: -35; TcdB GH inh: 0.8; Yp Topo-I inh: 8; BH1578 lux ind: -0.3; Anthrax LF inh2: 2

What do the screens show for `O=c1cc(C(Cl)(Cl)Cl)oc2c1ccc1ccccc12`?
PfHsp40 yeast: 5.2; MazF activator: 2; VHR inh abs: 11; SSB-PriA inh: -3; SARS 3CLpro inh: 7; Yp Topo-I inh: 7; BH1578 lux ind: inactive; Anthrax LF inh2: -1; Rv3671c protease: -8

Results for CCOC(=O)c1cc(C#N)c(N2CCOCC2)nc1-c1ccccc1 ?
PfHsp40 yeast: -0.2; MazF activator: -2; VHR inh abs: 10; SSB-PriA inh: -56; SARS 3CLpro inh: -3; TcdB GH inh: 0.5; Yp Topo-I inh: 6; BH1578 lux ind: 1.2; Anthrax LF inh2: 0; Rv3671c protease: -5

What do the screens show for `CC(=O)Nc1ccc(NC(=O)COc2ccc3c(c2)CCC3)cc1`?
PfHsp40 yeast: -1.3; MazF activator: 6; VHR inh abs: 8; SSB-PriA inh: -5; SARS 3CLpro inh: -1; TcdB GH inh: 3.2; Yp Topo-I inh: -1; Anthrax LF inh2: 0; Rv3671c protease: -4

What do the screens show for `COc1ccc(CCNC(=O)C(C)c2ccc([N+](=O)[O-])cc2)cc1` (stereo unspecified)?
PfHsp40 yeast: 5.9; MazF activator: 6; VHR inh abs: 12; SSB-PriA inh: -4; SARS 3CLpro inh: 2; TcdB GH inh: 1.2; Yp Topo-I inh: 7; BH1578 lux ind: -0.4; Anthrax LF inh2: -3; Rv3671c protease: -4

How did O=c1c2cc(NC(=S)NCc3ccccn3)ccc2nc2n1CCCCC2 do in these assays?
PfHsp40 yeast: 0.3; MazF activator: 0; VHR inh abs: 38; SSB-PriA inh: -1; SARS 3CLpro inh: -3; TcdB GH inh: 1.9; Yp Topo-I inh: 11; BH1578 lux ind: inactive; Anthrax LF inh2: -4; Rv3671c protease: -1

How did O=C(NC1CCCCC1)c1n[nH]c2c1CCCCC2 do in these assays?
PfHsp40 yeast: -2.3; MazF activator: 5; SSB-PriA inh: -5; TcdB GH inh: 4.4; Yp Topo-I inh: 9; BH1578 lux ind: -0.6; Anthrax LF inh2: 2; Rv3671c protease: -2

What do the screens show for `COc1ccc2[nH]c3c(c2c1)CCN1C(=O)N([C@@H](C)C(=O)NC2CCCC2)C(=O)[C@]31C`?
PfHsp40 yeast: 2.0; MazF activator: 3; VHR inh abs: 13; SSB-PriA inh: 11; SARS 3CLpro inh: -2; TcdB GH inh: 0.3; Yp Topo-I inh: 9; BH1578 lux ind: -0.3; Anthrax LF inh2: -4; Rv3671c protease: 0
